Bioassay records (PubChem)
HTRA1 inh: inhibitors of human serine peptidase HTRA1 | recombinant HTRA1, FP-rhodamine activity-based probe, fluorescence polarization | 0.5% of 340,000 active | inhibition, % at 5.96 µM | Q92743; in the data active means inhibition above about 36%;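 further: 0% = enzyme with DMSO and 100% = wells lacking enzyme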
ASAP1 inh: inhibitors of human ASAP1 ArfGAP activity; Q9ULH1; ASAP1-stimulated ARF1 GTP hydrolysis, GDP FP detection; inhibition, % at 16.5 µM; 0.19% of 360,000 active; AID 624377; in the data active means inhibition above about 25%;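 further: 0% = vehicle with enzyme and substrate and 100% = no enzyme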
Target sequence (Q9ULH1 325-724 limits assumed): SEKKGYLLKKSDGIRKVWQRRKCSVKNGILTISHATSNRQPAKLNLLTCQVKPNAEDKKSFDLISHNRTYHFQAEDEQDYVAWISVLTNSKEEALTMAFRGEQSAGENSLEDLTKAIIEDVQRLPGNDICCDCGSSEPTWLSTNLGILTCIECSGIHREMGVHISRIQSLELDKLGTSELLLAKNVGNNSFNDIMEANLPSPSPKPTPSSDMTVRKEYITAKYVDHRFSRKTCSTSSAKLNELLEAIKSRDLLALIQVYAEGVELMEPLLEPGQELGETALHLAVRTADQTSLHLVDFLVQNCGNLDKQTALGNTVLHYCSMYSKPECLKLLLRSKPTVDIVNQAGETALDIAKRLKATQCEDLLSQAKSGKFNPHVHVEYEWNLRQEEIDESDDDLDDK
PG9 binder: binds the HIV-1 gp120 antibody PG9; TR-FRET gp120-PG9 antibody binding; inhibition, % at 6.7 µM; 0.43% of 360,000 active; in the data active means inhibition above about 8.5%
GC-A act: GC-A (human) enzyme activation. activation, % at 10 µM. HEK293 GC-A cells, cGMP TR-FRET, EC30 ANP; 0% at EC30 ANP, 100% saturating ANP. P16066. 0.14% of 370,000 active; in the data active means activation above about 40%
NR1D1 modulator: Rev-erb alpha (human) modulation. P20393. Rev-erbα–FITC-DNA binding, fluorescence polarization, 90 min. activity, % at 10 µM. 0.79% of 370,000 active. AID 1259318;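 active means activity above about 14%, limit read from the data; passing the limit was not always enough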;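 further: 0% = DMSO wells with 35 nM protein and 100% = DMSO wells with 750 nM protein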
SMARCA2 activ: increases SMARCA2 function in MMTV reporter cells | MG213 cells, MMTV-luciferase reporter, dexamethasone, overnight | 1% of 370,000 active | activation, % at 9.1 µM | AID 652017; in the data active means activation above about 7.8%;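 further: 0% = vehicle wells and 100% = reference activator wells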
rCAG RNA binder: binds r(CAG) RNA repeats | 1.3% of 370,000 active | r(CAG) RNA repeat, TO-PRO-1 dye displacement fluorescence | inhibition, % at 3 µM;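 active means inhibition above the plate cutoff, the mean of all test compounds on that plate plus 3 SD, cut at about 35% in these data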;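 further: 0% = DMSO alone and 100% = 100 µM mitoxantrone as full dye displacement; higher means more dye released from RNA so lower well fluorescence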
mABHD4 FP: ABHD4 (mouse) inhibition, primary FP screen. Q8VD66. inhibition, % at 8.92 µM. purified mABHD4, FP-Rh probe fluorescence polarization. 0.54% of 370,000 active;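 active means inhibition exceeding the mean over every tested compound plus 3 SD, cut at about 30% in these data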;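 further: 0% = plate median of compound wells and 100% = S159A mutant with DMSO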
Target sequence (Q8VD66 whole entry, looked up): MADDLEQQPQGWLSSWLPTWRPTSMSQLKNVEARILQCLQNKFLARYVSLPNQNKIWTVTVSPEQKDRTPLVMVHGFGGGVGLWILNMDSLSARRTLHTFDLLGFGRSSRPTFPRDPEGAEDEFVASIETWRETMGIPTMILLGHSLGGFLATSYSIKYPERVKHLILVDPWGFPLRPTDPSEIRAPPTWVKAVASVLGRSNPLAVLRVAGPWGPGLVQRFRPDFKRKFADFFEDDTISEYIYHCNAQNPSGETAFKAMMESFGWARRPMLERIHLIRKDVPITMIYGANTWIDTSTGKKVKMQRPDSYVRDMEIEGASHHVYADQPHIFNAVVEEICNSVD
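System: mouse ABHD4 enzyme, wild type / Medium: HEPES pH 7.0, NaCl, Pluronic buffer / Reagent: FP-Rh activity-based fluorescent probe / Control set: S159A mutant high control, sample median low control / Detection: fluorescence polarization with parallel and perpendicular emission, 525/598 nm / Schedule: 45 min + 60 min at 25 °C / Compound dosing: 8.92 µM, single dose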
GC-B act: GC-B (human) receptor activation | P20594 | HEK293-GC-B cells, CNP EC30, cGMP TR-FRET; 0% at EC30 CNP, 100% saturating CNP | activation, % at 10 µM | 0.11% of 370,000 active | AID 1920062;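 active means activation at 10 µM reaching about 35% in either raw or pattern-adjusted values, limit read from the data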
ARFGAP1 inhibitor: rat ARFGAP1 inhibition; Arfgap1-stimulated ARF1 GTP hydrolysis, GDP FP detection; 0.26% of 360,000 active; Q62848; inhibition, % at 16.5 µM; AID 651572;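 active means inhibition above a per-plate limit, mean inhibition of low control wells plus 3 SD, cut at about 25% in these data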;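 further: 0% = DMSO wells with enzyme and 100% = wells lacking Arfgap1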
Target sequence (Q62848 1-136 limits assumed): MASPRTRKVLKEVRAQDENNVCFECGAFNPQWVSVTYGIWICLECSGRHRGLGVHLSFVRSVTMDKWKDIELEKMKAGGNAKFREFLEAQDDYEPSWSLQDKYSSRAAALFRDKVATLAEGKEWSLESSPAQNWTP
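Assay system: purified rat His6-Arfgap1 residues 1-136 (GAP domain); Reagent: human Δ17 ARF1 bound to GTP; Dosing: 16.5 µM single point, 1.26% DMSO; Times: GTP hydrolysis reaction 2 h at 25 °C; Signal: FP, GDP Alexa 633 tracer displaced from anti-GDP antibody, 620/688 nm; Measure: % inhibition from polarization.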
Active calls of the source: *; · = no result given; & = joins results of further samples.

Each structure is followed by: HTRA1 inh	ASAP1 inh	PG9 binder	GC-A act	NR1D1 modulator	SMARCA2 activ	rCAG RNA binder	mABHD4 FP	GC-B act	ARFGAP1 inhibitor
#1 CCN(CC)CCNC(=O)c1cc(Br)c(N)cc1OC
    3	-12	-0.3	4	-6&6	-5	-1	0	3	2
#2 O=S(=O)(Nc1ccccc1-c1ccccc1)c1ccccc1
    -9	13	2.8	4	5	-3	1	-13	-3	-1
#3 O=C(CNS(=O)(=O)c1cccc(Br)c1)NCCCc1ccccc1
    -5	3	0.8	5	4	-2	-1	-5	3	1
#4 Cc1ccc(S(=O)(=O)N(C)c2ccc(OCC(=O)Nc3nc4c(ccc5ccccc54)s3)cc2)cc1
    -28	-1	-2.0	-1	24*	-3	14	-2	2	5
#5 CC(=O)C1=C(O)C(=O)N(C)C1c1ccccc1[N+](=O)[O-] (configuration not stated)
    1	13	-1.8	6	-4	-5	-1	8	1	10
#6 NC1=NC[C@H](Cc2ccc(O)cc2)N1CCCCC1CCCCC1
    -15	5	-1.8	2	-2	-3	17	9	4	-2
#7 CC(=O)NC(Cc1cccc(C)c1)C(=O)NC1CCN(c2ncccc2[N+](=O)[O-])CC1 (configuration not stated)
    7	11	-0.6	-9	-3	-2	-3	1	-5	-3
#8 CCOc1ccc2nc(NC(=O)COc3ccc(N(C)S(=O)(=O)c4ccc(C)cc4)cc3)sc2c1
    -2	14	-0.6	2	5	-2	2	4	-3	-1
#9 Cc1nc2ccc(N=NC3=C(O)CC(C)(C)CC3=O)cc2s1
    1	-4	-4.9	-7	-1	1	3	3	-4	5
#10 COc1cc(SSc2cc(OC)cc([N+](=O)[O-])c2N)c(N)c([N+](=O)[O-])c1
    17	-9	-4.2	-1	-1	0	19	29	-4	-14
#11 CCCn1nnnc1NC(=O)c1cccs1
    -3	6	-1.4	1	-4	-2	-1	-1	5	-10
#12 CCn1c(SCC(=O)Nc2ccc(S(=O)(=O)Nc3onc(C)c3C)cc2)nnc1-c1ccccc1
    4	-2	-1.5	-4	3	-3	36*	-3	0	0
#13 CCOc1ccc(-c2csc(C3COc4ccccc4O3)n2)cc1 (configuration not stated)
    -2	-8	-2.1	-2	2	4	2	-4	1	-8
#14 Cc1cc(C)nc(SCC2COc3ccccc3O2)n1 (configuration not stated)
    -9	-3	1.4	-2	-3	-3	-1	-13	-4	-15
#15 CCCc1nc2ccc(Cl)cn2c1Cc1ccccc1OC
    ·	4	-1.6	-2	-11	-3	5	-4	-5	1
#16 Cc1ccc(-n2cc(CNCC3CC(=O)N(C4CC4)C3)c(-c3cccc(C)c3)n2)cc1 (configuration not stated)
    -13	-10	0.9	2	-4	-2	-5	6	-8	-1
#17 O=C(NNC1=NCCCCC1)Nc1cccc(Cl)c1
    7	0	-0.1	4	-2	3	-8	-6	4	-5
#18 COCCCN1CC(=O)N2C(c3ccccc3)c3[nH]c4ccccc4c3C[C@H]2C1=O (some centres not stated)
    -1	-3	0.1	31	-4	-4	-4	-5	31	3
#19 COc1ccc(/C=C/C(=O)NC(=S)Nc2ccc(S(=O)(=O)Nc3cc(C)on3)cc2)cc1
    1	0	0.2	-7	-2	-3	24	-2	-7	15
#20 Cc1nnnn1CC(=O)Nc1ccccc1[N+](=O)[O-]
    0	-1	-0.4	1	-2	-3	0	5	1	-5
#21 CC(=O)c1ccc(S(=O)(=O)N2CCN(C(=O)CN3C(=O)NC4(CCCC4)C3=O)CC2)cc1
    11	-3	0.9	3	0	-3	2	-1	-3	-5
#22 CC(C)(C)NC(=O)NC(=O)COC(=O)c1nc(-c2ccccc2)n(-c2cccc(C(F)(F)F)c2)n1
    0	6	1.7	-6	3	0	-4	1	-3	1
#23 O=C(NC(c1ccc(Cl)cc1)c1ccsc1)C1CCN(CCOc2ccc(Cl)cc2)CC1 (configuration not stated)
    ·	2	-0.3	1	0	2	3	13	-4	-10
#24 C=CCn1c(SCC(=O)Nc2ncc(Cc3cc(Cl)ccc3Cl)s2)nnc1-c1ccncc1
    -1	-6	-0.4	3	2	0	1	-3	7	-1
#25 S=c1[nH]nc(-c2ccco2)n1/N=C/C(Cl)=C/c1ccccc1
    -12	7	1.5	-5	0	5	58*	15	-4	7
#26 Cc1cccc(NC(=O)CSc2nnc(CSc3nc(C)cc(C)n3)o2)c1
    -1	9	-1.5	-1	-2	-2	-2	-4	-2	3
#27 Nc1cc(=O)[nH]c(SCc2cccc3ccccc23)n1
    -19	3	2.2	-4	-5	-4	6	-5	-2	-11
#28 CNC(=O)COc1coc(CN2CCN(Cc3ccccc3)CC2)cc1=O
    4	-2	0.8	1	1	-1	-3	1	2	-11
#29 COc1ccccc1NC(=O)COC(=O)C12CC3CC(CC(Cl)(C3)C1)C2
    -33	2	-2.9	-4	-3	2	-8	-4	2	12
#30 CN1CCN(NC(=O)c2c(-c3ccccc3)sc3ccccc23)CC1
    1	-5	-2.4	1	-4	1	-3	0	11	7
#31 CC(=O)c1cccc(N2C(=NC(=O)COc3ccccc3)SC3CS(=O)(=O)CC32)c1 (configuration not stated)
    -1	-3	-0.8	0	3	0	2	-2	-1	12
#32 Cc1cc(C)c(C#N)c(SCS(=O)Cc2ccccc2)n1 (configuration not stated)
    2	6	-0.1	-5	4	5	-3	0	-5	5
#33 CCCCNc1nc2ccccc2nc1NS(=O)(=O)c1cccs1
    -3	-3	-1.0	8	4	0	17	-3	2	-4
#34 COc1ccc(CN(Cc2nc3ccccc3c(=O)[nH]2)C(=O)C(C)(C)C)cc1
    0	11	-1.2	-2	-1	0	-1	-1	4	7
#35 CN(C(=O)/C=C/c1ccc(F)cc1)C1CCCCC1
    ·	-2	-1.1	-3	4	4	-10	3	-1	-7
#36 COc1ccc(CCNC(=O)CSc2n[nH]c(C)c2[N+](=O)[O-])cc1OC
    1	5	-0.7	4	-1	1	4	1	0	-4
#37 Cn1c(N)c(C(=O)COC(=O)c2ccccc2NCc2ccco2)c(=O)n(C)c1=O
    -4	5	3.3	-3	-4	1	8	-4	-1	-2
#38 Nc1c2c(nn1-c1ccccc1)CCC2
    5	-10	-0.2	4	0	2	2	-2	4	2
#39 CCOC(=O)c1cc(C)sc1NC(=O)c1ccc(Cl)s1
    0	16	0.3	-4	2	-1	2	3	0	-4
#40 O=C(Cc1cccs1)N(c1ccccc1)C1C=CS(=O)(=O)C1 (configuration not stated)
    -1	9	0.0	5	10	2	8	6	-4	7
#41 COc1ccc(CCNC(=O)CSc2nncn2N)cc1OC
    -6	-8	-3.0	1	-4	0	3	4	3	-7
#42 C[C@@H]1CN([C@@H](C)CO)C(=O)CCCn2nncc2CO[C@H]1CN(C)S(=O)(=O)c1ccc(Oc2ccccc2)cc1
    0	-4	-0.3	2	-4	-1	2	-4	7	2
#43 CCOc1ccc(OCC)c(Nc2cc(C)nc3nc(C)nn23)c1
    0	3	0.9	5	-3	-1	-1	-1	13	-5
#44 Cc1onc(-c2ccccc2Cl)c1C(=O)NCCN1Cc2ccccc2C1=O
    -1	-1	-2.0	2	-2	3	-3	-11	-1	16
#45 O=C(Nc1cccnc1)c1ccc(C(=O)Nc2cccnc2)cc1
    9	-1	1.1	-1	-3	-1	-3	-3	-9	-3
#46 Cc1ccc(-c2nnn(CC(=O)N(CCO)C(C(=O)NC(C)(C)C)c3ccncc3)n2)cc1 (configuration not stated)
    -4	·	·	0	-3	·	·	·	-4	·
#47 COC(=O)c1cc(S(=O)(=O)C(C)C)c(S(C)=O)s1 (configuration not stated)
    2	-3	0.9	-8	-5	-1	2	-4	-12	10
#48 O=C(CN1CCCC1)NCC1(c2ccccc2)CCOCC1
    -2	-1	0.2	2	-1	6	0	-6	5	8
#49 COCOCCn1cc(CN2CCS(=O)(=O)N(Cc3ccc(-c4ccc(Cl)nc4)cc3)C(C(C)C)C2=O)nn1 (configuration not stated)
    0	-2	-1.9	3	-2	-5	3	3	0	-2
#50 Cc1cc(NCc2ccncc2)ccc1Br
    2	0	-1.4	8	7	2	0	7	0	-3
#51 O=C(COc1ccc(Cl)cc1)Nc1cc(NC(=O)COc2ccc(Cl)cc2)cc(C(=O)O)c1
    -94	-4	0.8	3	-2	-4	74*	-74	-6	-4
#52 N#CCC(=O)Nc1ccc(C(=O)Nc2cccc(S(N)(=O)=O)c2)cc1
    -20	16	-2.7	-1	2	-3	14	-25	3	-3
#53 COc1ccc(S(=O)(=O)N(C)c2ccc(C(=O)NCc3ccccn3)cc2)cc1
    12	7	0.1	-1	-4	0	-4	-2	1	6
#54 CC(C#N)(NC(=O)CN1CCN(S(=O)(=O)c2ccc(Br)cc2Cl)CC1)C1CC1 (configuration not stated)
    -3	-2	-0.6	-3	4	-2	0	-3	2	-16
#55 COc1cc2c(cc1OC)C(c1ccc(Br)cc1)N(C(=O)c1ccccc1C(=O)O)CC2 (configuration not stated)
    -4	5	1.5	-4	-2	0	5	-7	-4	-2
#56 C[C@@H]1CN([C@H](C)CO)C(=O)CCCn2nncc2CO[C@H]1CN(C)Cc1ccc2c(c1)OCCO2
    4	16	0.8	-4	-5	-4	-2	-12	6	-1
#57 C[C@H](O)[C@@H]1C(=O)N2CCc3c([nH]c4c(-c5ccccc5)cccc34)[C@@H]2C[C@@H]1N(C)C(=O)c1ccccc1F
    ·	6	0.2	-7	1	-5	7	-7	-3	-3
#58 O=C(CN1CCN(CC(=O)c2ccc(Cl)cc2)CC1)c1ccc(Cl)cc1
    -4	-13	0.6	0	-4	-2	6	7	2	-5
#59 Cc1cc(NC(=O)COc2ccc(N(C)S(=O)(=O)c3ccccc3)cc2)no1
    -4	-4	2.0	-1	-4	0	-3	-4	0	-1
#60 COc1nnc(-c2ccc(N3CCCCC3)c(NC(C)=O)c2)c2ccccc12
    -10	-10	-0.7	2	0	0	-5	0	0	0

By substructure: those above containing a tert-butyl group.
Each structure is followed by: HTRA1 inh	ASAP1 inh	PG9 binder	GC-A act	NR1D1 modulator	SMARCA2 activ	rCAG RNA binder	mABHD4 FP	GC-B act	ARFGAP1 inhibitor
#22 CC(C)(C)NC(=O)NC(=O)COC(=O)c1nc(-c2ccccc2)n(-c2cccc(C(F)(F)F)c2)n1
    0	6	1.7	-6	3	0	-4	1	-3	1
#34 COc1ccc(CN(Cc2nc3ccccc3c(=O)[nH]2)C(=O)C(C)(C)C)cc1
    0	11	-1.2	-2	-1	0	-1	-1	4	7
#46 Cc1ccc(-c2nnn(CC(=O)N(CCO)C(C(=O)NC(C)(C)C)c3ccncc3)n2)cc1 (configuration not stated)
    -4	·	·	0	-3	·	·	·	-4	·

Later entries.
Each structure is followed by: HTRA1 inh	ASAP1 inh	PG9 binder	GC-A act	NR1D1 modulator	SMARCA2 activ	rCAG RNA binder	mABHD4 FP	GC-B act	ARFGAP1 inhibitor
#61 Oc1ccc2ccccc2c1C=Nc1ccc(N2CCOCC2)cc1
    ·	-9	-10	-10	21	1	-4	29	-11	0
#62 Cc1ccc(OCCCNCCO)c(Br)c1
    -5	8	0.2	-2	1	-3	4	-5	-6	1
#63 CCCNC(=O)C1(C)CCCN(C(=O)c2cc(C(C)(C)C)nn2C)C1 (configuration not stated)
    ·	-17	-1.8	1	1	-3	-1	-3	6	-9
#64 O=C(CC(=O)Nc1ccc(Cl)cc1Cl)Nc1ccc(Cl)cc1Cl
    6	-5	0.3	4	-2	-2	3	-11	-2	1
#65 CCC(C)(C)N(C(=O)CCC(=O)Nc1cc(C)on1)C(C(=O)NC(C)(C)C)c1ccc(OC)cc1 (configuration not stated)
    2	1	-1.1	1	-1	-2	-9	-1	-7	-4
